From PubChem BioAssay
RGS4 pot: RGS4 potentiation or activation; 0.92% of 310,000 active; HEK293 M3R/inducible RGS4, carbachol calcium flux Fluo4; active compounds read low; B-score at 10 µM;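 active = B-score of the integrated calcium signal more than 4 SD below the library mean, with starting fluorescence not abnormally high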;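 note: negative B-score means reduced calcium response which marks RGS4 activation or potentiation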
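Detection: kinetic calcium fluorescence imaging with Fluo4-AM dye, 2 µM / Material: HEK293 cells with stable M3R and inducible RGS4 / Schedule: recording 10 s baseline at 1 Hz, 100 s post-agonist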
hERG protect: compounds protecting human hERG from proarrhythmic drug block. 0.51% of 310,000 active. CHO-hERG, FluxOR thallium flux, dofetilide IC70 present. activation (rescue from dofetilide block), less the hit threshold, % at 10 µM;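 active = activation above the mean of controls blocked by dofetilide plus 5 SD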;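 note: thallium influx through hERG after potassium depolarization seen as dye fluorescence rise; in these data hits start at about 4.7%; inactives centre near -7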
KCNQ1 pot: potentiators or activators of human KCNQ1 potassium channel; 0.35% of 310,000 active; AID 2648; B-score at 10 µM; CHO-K1 KCNQ1, thallium flux FluxOR fluorescence; active compounds read high; P51787;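 active = fluorescence ratio B-score, a plate-corrected score, at least three library SD, with initial intensity B-score within 5 SD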
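System: Stable KCNQ1 CHO-K1 line | Incubation: 90 min dye loading and 20 min compound exposure, both at room temperature | Measure: Ratio B score | Medium: Assay buffer for compound exposure, DMSO matched across wells | Compound dosing: Single-concentration screen | Probe or stimulus: K+/Tl+ depolarizing stimulus | Measured by: Kinetic FluxOR fluorescence, 10 s baseline plus 110 s post-stimulus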
RGS4 inh: human RGS4 inhibition | P49798 | HEK293 M3R/RGS4 inducible, Fluo-4 calcium flux; active compounds read high; triggered by carbachol at its EC20 | B-score at 10 µM | 0.45% of 310,000 active;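 active = B-score, a plate-corrected calcium signal, over three deviations above library mean, with baseline fluorescence within five deviations of library mean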;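 note: RGS4 expression induced by doxycycline in cells with stable M3 receptor; B-score is computed from the integrated fluorescence ratio over baseline after carbachol; higher B-score means a larger calcium signal and so more RGS4 inhibition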
Target sequence (P49798 whole entry, looked up): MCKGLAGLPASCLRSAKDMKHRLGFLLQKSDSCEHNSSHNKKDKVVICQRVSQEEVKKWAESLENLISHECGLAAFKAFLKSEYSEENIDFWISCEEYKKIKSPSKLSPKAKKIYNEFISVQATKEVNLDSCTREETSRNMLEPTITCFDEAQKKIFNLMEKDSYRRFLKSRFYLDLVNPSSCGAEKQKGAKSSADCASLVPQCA
ANO1 block: inhibitors of mouse TMEM16A calcium-activated chloride channel; 1.2% of 310,000 active; Q8BHY3; normalized B-score (activity score, 25-100; higher = stronger inhibition) at 10 µM; AID 588511; HEK293 TMEM16A/YFP iodide influx fluorescence, ionomycin;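 active = ratio plate-corrected score three or more library SD toward inhibition, starting fluorescence score within five deviations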;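 note: score derived from kinetic fluorescence span divided by baseline fluorescence per well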
MrgX1 PAM: human MrgX1 positive allosteric modulation, primary screen | Q96LB2 | 0.63% of 310,000 active | AID 588675 | B-score at 10 µM | MrgX1-HEK293, Fluo-4 calcium flux, FDSS; active compounds read high;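 active = plate-corrected calcium response at least 3 library SD above typical, normal starting fluorescence, not activating the receptor alone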;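 note: compound read alongside a low EC10 to EC30 dose of BAM8-22 agonist; peak minus trough fluorescence over baseline measured at the second addition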
Target sequence (Q96LB2 whole entry, looked up): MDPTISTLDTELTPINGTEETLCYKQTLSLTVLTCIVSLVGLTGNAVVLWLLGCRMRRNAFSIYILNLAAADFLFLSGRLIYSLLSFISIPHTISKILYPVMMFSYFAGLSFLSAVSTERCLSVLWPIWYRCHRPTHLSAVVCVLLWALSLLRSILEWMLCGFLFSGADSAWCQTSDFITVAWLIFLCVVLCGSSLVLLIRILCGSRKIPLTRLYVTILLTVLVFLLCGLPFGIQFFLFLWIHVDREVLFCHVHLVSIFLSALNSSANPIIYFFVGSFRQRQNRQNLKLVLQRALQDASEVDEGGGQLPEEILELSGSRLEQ
KCNK3 block: human KCNK3 channel inhibition, primary screen; 0.84% of 340,000 active; CHO-KCNK3 thallium flux, FluxOR fluorescence; active compounds read low; O14649; B-score at 10 µM;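 active = B-score under library mean minus 4 SD, starting fluorescence ratio at most library mean plus 5 SD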;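 note: more negative B-score means stronger inhibition of thallium flux through KCNK3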
Target sequence (O14649 whole entry, looked up): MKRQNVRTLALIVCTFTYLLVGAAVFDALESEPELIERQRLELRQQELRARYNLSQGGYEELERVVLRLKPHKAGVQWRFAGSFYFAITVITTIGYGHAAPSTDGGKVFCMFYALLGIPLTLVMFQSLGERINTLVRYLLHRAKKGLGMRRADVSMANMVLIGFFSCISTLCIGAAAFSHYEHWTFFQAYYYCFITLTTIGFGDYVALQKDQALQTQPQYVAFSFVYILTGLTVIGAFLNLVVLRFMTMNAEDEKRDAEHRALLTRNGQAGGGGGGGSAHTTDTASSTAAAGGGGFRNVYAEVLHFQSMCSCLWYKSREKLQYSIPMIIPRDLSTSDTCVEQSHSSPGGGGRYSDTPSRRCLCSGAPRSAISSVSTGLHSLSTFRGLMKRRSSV
KCNK9 block: blocks the human KCNK9 two-pore domain potassium channel | Q9NPC2 | HEK293 KCNK9, FluxOR thallium flux fluorescence; active compounds read low | B-score at 10 µM | 1.2% of 310,000 active | AID 488922;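 active = ratio B-score over 3 SD below the library mean, with starting fluorescence within 5 SD of its mean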;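 note: negative B-score means less thallium flux so channel inhibition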
KCNQ1 block: blocks the human KCNQ1 potassium channel; CHO-K1 KCNQ1, FluxOR thallium flux fluorescence; active compounds read high; B-score at 10 µM; 1.3% of 310,000 active;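 active = compounds whose thallium flux B-score, printed positive for inhibition, exceeds three library SD while starting fluorescence stays within three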;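 note: channel opened by potassium depolarization with thallium stimulus after 20 min compound exposure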
MrgX1 ag: agonists of human MrgX1 receptor. Q96LB2. MrgX1-HEK293 cells, Fluo-4 calcium fluorescence, agonist mode; active compounds read high. B-score at 10 µM. 0.44% of 310,000 active. AID 588627;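 active = calcium response B-score plate-corrected fluorescence ratio at least 3 library SD, with starting fluorescence B-score inside 5 SD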
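Material – MrgX1-expressing HEK293 cells · Input – 15,000 cells seeded per well · Dosing – compound as first of three additions · Times – overnight seeding, then 1 h dark dye loading · Measured by – kinetic Fluo-4 NW fluorescence of intracellular calcium · Read-out – B-scored fluorescence response ratio · Benchmarks – positive and negative control wells on each plate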
ANO1 activ: activates or potentiates the mouse TMEM16A chloride channel; B-score at 10 µM; 0.3% of 340,000 active; HEK293 TMEM16A/YFP-H148Q/I152L, iodide quench fluorescence; active compounds read low; AID 623877; Q8BHY3;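 active = fluorescence-ratio B-score plate-corrected deviation score at least 3 library SD below zero, with starting fluorescence score within 5 deviations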;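 note: channel opened by trigger with iodide after compound preincubation; score built on the fluorescence ratio of max minus min over baseline; more negative score means more quench and so TMEM16A activation or potentiation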
The depositor's hits bear a star; i = inactive; . = not tested or not shown. Random draw from the library (roughly 6.3% active in at least one column).

SMILES	RGS4 pot	hERG protect	KCNQ1 pot	RGS4 inh	ANO1 block	MrgX1 PAM	KCNK3 block	KCNK9 block	KCNQ1 block	MrgX1 ag	ANO1 activ
O=C(Cn1cncn1)NCCCc1ccccc1	i	-13.0	i	i	i	i	i	i	i	i	i
COc1ccccc1N(CC(=O)NC1CCCCC1)C(=O)CCC(=O)Nc1ccccn1	i	-3.8	i	i	i	i	i	i	i	i	i
CCCCCCCn1c2c(c(=N)c3c1CCC3)CCCC2	i	-28.2	i	i	.	.	i	-9.85*	6*	.	i
CC1(c2nnc(-c3ccccc3)o2)CC(c2c(Cl)cccc2Cl)=NO1 (centres undefined)	i	-11.2	i	i	i	i	i	i	i	i	i
O=C(c1ccc(-n2cnnn2)cc1)N1CCN(C(c2ccccc2)c2ccccc2)CC1	-7.43*	-8.3	i	i	i	i	i	i	i	i	i
O=C(C1=C[C@H](C2CCCCC2)C[C@H](OCCCCO)O1)N1CCOCC1	i	-11.8	i	i	i	i	i	i	i	i	i
Cc1ccc2c(c1)[C@H]1[C@H](CO2)[C@H](c2ccccc2)[C@]2(C)C(=O)Nc3cc(Cl)ccc3C(=O)N12	.	.	.	.	i	i	i	.	.	i	i
CC(=O)Nc1nc(SCC(=O)NCC2CCCO2)[nH]c(=O)c1NC(=O)c1cccs1 (centres undefined)	i	0.2	i	i	i	i	i	i	i	i	i
CCOC(=O)C1CCN(Cc2ccc(F)c(Br)c2)CC1	i	-2.5	i	i	i	i	i	i	i	i	i
COc1ccc(C(=O)N(Cc2cccs2)C2CCS(=O)(=O)C2)cc1 (centres undefined)	i	-4.4	i	i	i	i	i	i	i	i	i
CCOC(=O)c1cnc2ccc(F)cc2c1Nc1ccc2c(c1)OCCO2	i	-5.8	i	i	i	i	i	i	i	i	i
Cc1cc(C)n2nc(S(=O)(=O)N(C)c3ccccc3)nc2n1	i	-5.6	i	i	i	i	i	i	i	i	i
COc1ccc(CNC(=O)c2cc(-c3ccccc3O)n[nH]2)cc1	i	-3.1	i	i	i	i	i	i	i	i	i
S=C(NNC(=S)NC1CC2C=CC1C2)NC1CC2C=CC1C2 (centres undefined)	i	-11.8	i	i	i	i	i	i	i	i	i
COc1ccccc1N1CCN(C(=O)c2cc3c(C)nc4ccccc4c3o2)CC1	-7.38*	-18.2	i	i	i	i	i	i	i	i	i
Cc1cc(=O)oc2cc(OCC(O)CN3CCc4ccccc4C3)ccc12 (centres undefined)	i	-7.9	i	i	25*	i	i	i	i	i	i
CCOC(=O)c1cc(S(=O)(=O)Nc2cccc(OC)c2)cn1C	i	-5.1	i	i	i	i	i	i	i	i	i
Cn1c(=O)[nH]c(=O)c2c1nc(CN1CCN(c3cccc(Cl)c3)CC1)n2Cc1ccccc1Cl	i	-13.3	i	i	i	i	i	i	i	i	i
O=C(COc1cccc2cccnc12)NNC(=O)Nc1ccccc1	i	-8.8	i	i	i	i	i	i	i	i	i
CN(C)CCCNCCCNC(=O)c1ccco1	i	-8.4	i	i	i	i	i	i	i	i	i
COc1ccc(-c2nc(SCC(=O)N3CCCC3)n[nH]2)cc1	i	-4.5	i	i	i	i	i	i	i	i	i
Cc1ccc(C(=O)NCC(=O)OCC(=O)Nc2cc(C)c(C)cc2[N+](=O)[O-])cc1	i	2.5	i	i	i	i	i	i	i	i	i
O=C(NCc1ccc2c(c1)OCO2)c1cccc(F)c1	i	-5.5	i	i	i	i	i	i	i	i	i
Cc1c(C)c2ccc(OC(C)C(=O)NCCc3c[nH]c4ccccc34)cc2oc1=O (centres undefined)	i	-10.9	i	i	i	i	i	i	i	i	i
O=C(Cn1c(SCC(=O)N2CCCc3ccccc32)nc2ccccc21)N1CCCC1	i	-9.7	i	i	i	i	i	i	i	i	i
CC(CN1CCOCC1)OC(=O)CCc1ccccc1 (centres undefined)	i	-11.6	i	i	i	i	i	i	i	i	i
O=C(c1cc2c(ccc3ccccc32)oc1=O)N1CCCC1	i	-10.4	i	i	100*	i	i	i	i	i	i
CCc1c(C)nc(SCC(=O)NNC(=O)Cc2ccc(OC)cc2)[nH]c1=O	i	-7.7	i	i	i	i	i	i	i	i	i
CCOC(=O)c1cc(-c2ccc(F)cc2)n(CCC(=O)NC2CCN(Cc3ccccc3)CC2)c1C	i	-12.5	i	i	i	i	i	i	i	i	i
CCOc1ccc(C2c3[nH]c4ccccc4c3C[C@H]3C(=O)N(C4CCN(Cc5ccccc5)CC4)CC(=O)N23)cc1OC (some centres undefined)	i	-7.0	i	i	i	i	i	i	i	i	i
CCCCN(CCO)c1ncnc2sc(-c3ccccc3)cc12	i	-5.5	i	i	i	i	i	i	i	i	i
COCC1CCCCN1C(=O)c1cccc(OC2CCN(C(=O)C3CC3)CC2)c1 (centres undefined)	i	-9.1	i	i	i	i	i	i	i	i	i
Cc1onc(-c2ccccc2Cl)c1C(=O)NCc1ccc(F)cc1	i	0.6	i	i	i	i	i	i	i	i	i
COc1cc2c(cc1OC)C1(Nc3c-2c(Cc2ccccc2)nn3-c2ccccc2)C(=O)Nc2ccccc21 (centres undefined)	i	-5.5	i	i	i	i	i	i	i	i	i
COc1ccc(-c2csc(N(CCc3ccc(OC)c(OC)c3)C(=O)COc3ccccc3)n2)cc1	i	-13.3	i	i	i	i	i	i	i	i	i
OCCC1CN(Cc2cccn2-c2cccnc2)CCN1Cc1ccc(F)cc1 (centres undefined)	i	-9.1	i	i	i	i	i	i	i	i	i
CN(C)CCCC1(O)c2ccccc2CCc2ccccc21	i	-5.8	i	i	i	i	i	i	i	i	i
CC(Oc1ccc(C(C)(C)C)cc1)c1ccnc2nc(/N=C/N(C)C)nn12 (centres undefined)	i	-8.8	i	i	25*	i	i	i	i	i	i
CN(C)CCNC(=O)Cn1ccc2cc(S(=O)(=O)N3CCCCC3)ccc21	i	-5.6	i	i	i	i	i	i	i	i	i
Cc1c(NC(=O)Oc2ccccc2)sc(=S)n1C	i	-12.9	i	i	i	i	i	i	i	i	i
CC(C)C(c1nnnn1Cc1ccco1)N1CCC(C(N)=O)CC1 (centres undefined)	i	-5.5	i	i	i	i	i	i	i	i	i
Cc1cc(N(C)/N=C/c2ccccc2)nc(-c2ccccc2O)n1	i	-24.2	i	i	i	i	i	i	i	i	i
COc1ccccc1N1CCN(C2CCC(C)CC2)CC1 (centres undefined)	i	-7.2	i	i	i	i	i	i	i	i	i
CCCCc1nnc(NC(=O)CS(=O)(=O)Cc2ccccc2)s1	i	-5.3	i	i	i	i	i	i	i	i	i
COc1ccc(NC(=O)c2nnn(Cc3ccc(SC)cc3)c2N)c(OC)c1	i	-5.6	i	i	i	i	i	i	i	i	i
COC(=O)C(C(=O)OC)=C(/C=C/N(C)C)N(C)C	i	-11.0	i	i	i	i	i	i	i	i	i
Cc1ccc(C(=O)/C=C2\NCCNC2=O)cc1	i	-8.6	i	i	i	i	i	i	i	i	i
CCN1C(=O)CC(NCc2ccc(S(N)(=O)=O)cc2)C1=O (centres undefined)	i	-7.6	i	i	i	i	i	i	i	i	i
COc1ccccc1NC(=O)C1CCCN(c2ncnc3c2nc2n3CCCCC2)C1 (centres undefined)	i	-11.7	i	i	i	i	i	i	i	i	i
O=C(N/C(=C/c1ccccc1)C(=O)N1CCOCC1)c1ccc([N+](=O)[O-])cc1	i	-4.7	i	i	i	i	i	i	i	i	i
Clc1ccccc1Sc1ccc(-c2ccccn2)s1	i	-11.2	i	i	i	i	i	i	i	i	i
O=C(NN/C(=N/S(=O)(=O)c1ccc(Cl)cc1)c1ccccc1)c1ccc(O)cc1	i	-10.9	i	i	i	i	i	i	i	i	i
CCc1ccc(/C=C2\SC(=S)N(CCC(=O)Nc3cc(C)on3)C2=O)cc1	i	-9.0	i	i	i	i	i	i	i	i	i
Cc1ccc(/C=c2\s/c(=C(/C#N)C(=O)N3CCCC3)n(Cc3ccco3)c2=O)s1	i	-10.1	i	i	i	i	i	i	i	i	i
S=C(NCCc1ccccc1)Nc1nccs1	i	0.6	i	i	i	i	i	i	i	i	i
CNC(=O)c1cc(NC(=O)CCn2nc(-c3ccc(C)cc3)c3ccccc3c2=O)ccc1OC	i	-0.1	i	i	i	i	i	i	i	i	i
O=C(c1cc(S(=O)(=O)N2CCCCC2)ccc1F)N1CCCCC1	i	-6.0	i	i	i	i	i	i	i	i	i
COc1ccc(CN(C(=O)c2oc3ccccc3c2C)C2CCS(=O)(=O)C2)cc1OC (centres undefined)	.	.	.	.	i	i	i	.	.	i	i
Cc1nc2ccccc2n1Cc1ccccc1	i	2.8	i	i	i	i	i	i	i	i	i
O=C1CSC(c2cn(-c3ccccc3)nc2-c2cc3ccccc3oc2=O)N1Cc1ccco1 (centres undefined)	i	-8.6	i	i	i	i	i	i	i	i	i
Other records follow:
SMILES	RGS4 pot	hERG protect	KCNQ1 pot	RGS4 inh	ANO1 block	MrgX1 PAM	KCNK3 block	KCNK9 block	KCNQ1 block	MrgX1 ag	ANO1 activ
Cc1ccc(N(Cc2ccccc2F)S(C)(=O)=O)c(C)c1	i	-11.3	i	i	i	i	i	i	i	i	i
Cc1cc(C)n2nc(S(=O)(=O)NC3CCCCC3)nc2n1	i	-5.1	i	i	i	i	i	i	i	i	i
CN(C)CCN(C(=O)c1ccc2c(c1)OCCO2)c1nc2c(Cl)cccc2s1	i	-12.5	i	i	i	i	i	i	i	i	i
CC(C)CC(=O)Nc1nnc(S(=O)(=O)N(C)c2ccc(Cl)cc2)s1	i	-7.4	i	i	i	i	i	i	i	i	i
NC1=NC(=O)/C(=C/c2ccc(Br)cc2)S1	i	-9.3	i	i	i	i	i	i	i	i	i
O=C(O)CCc1nc(-c2ccccc2)no1	i	-16.8	i	i	i	i	i	i	i	i	i
